High-throughput results as filed in PubChem BioAssay.
B2AR arrestin ag – qHTS assay of beta-arrestin-biased ligands of beta2-adrenergic receptor: NCGC Sytravon Library Screen | Beta-2 adrenergic receptor (Homo sapiens), P07550 | HTLA Tango cells, beta-arrestin recruitment, luciferase luminescence, 18 h | Potency, µM (series often up to 46.1 µM), inactives show top-dose activation, usual class: activators | 44,000 tested, under 10 active | AID 1347077, 2019;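 further: potency means the concentration at half of the fitted maximal effect; 0% = DMSO and full agonism = EC100 isoproterenol or metaproterenol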
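Tango cells (recombinant beta2-AR, beta-arrestin, tTA-driven luciferase), 1500/well in DMEM 1% FBS, treated 18 h at 37 °C with compounds up to 46 µM; luciferin mix added, luminescence read after 15 min; %activity curves fitted and curve-classed.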
p53null 39C tox – qHTS Screen for Compounds that Selectively Target Cancer Cells with p53 Mutations: Cytotoxicity of p53 Null Cells at the Nonpermissive Temperature; H1299 p53-null (neo) cells, 39C, ATPlite viability, 24 h; Potency, µM (series often up to 46.1 µM), without a hit: at the top dose activity, negative = cell killing, actives largely listed as cytotoxic; 0.97% of 55,000 active;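 further: potency means the concentration at half of the fitted maximal effect; 0% = DMSO only and -100% = full killing by 100 µM tamoxifen; nearly all actives have a fitted effect of over 50% in size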
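H1299 lung cancer cells, p53-null (H1299-neo) or expressing p53 A138V (H1299-p53A138V), were plated overnight at 37C, then exposed to compounds at up to 46 uM for 24 hr at 39C. Viability was read by ATP-based luminescence.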
GALK inhibitor – qHTS Assay for Inhibitors of Human Galactokinase (GALK): NCGC Sytravon Library Screen; recombinant GALK, Kinase-Glo ATP luminescence, 1 h; AID 1347072, 2019; Potency, µM (doses to about 57.5 µM), for the others: top-dose activity, negative = inhibition, actives largely listed as inhibitors; 44,000 tested, under 10 active;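 further: plate controls were full GALK reaction for no effect and reaction lacking GALK for full effect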
Target sequence (P51570 whole entry, looked up): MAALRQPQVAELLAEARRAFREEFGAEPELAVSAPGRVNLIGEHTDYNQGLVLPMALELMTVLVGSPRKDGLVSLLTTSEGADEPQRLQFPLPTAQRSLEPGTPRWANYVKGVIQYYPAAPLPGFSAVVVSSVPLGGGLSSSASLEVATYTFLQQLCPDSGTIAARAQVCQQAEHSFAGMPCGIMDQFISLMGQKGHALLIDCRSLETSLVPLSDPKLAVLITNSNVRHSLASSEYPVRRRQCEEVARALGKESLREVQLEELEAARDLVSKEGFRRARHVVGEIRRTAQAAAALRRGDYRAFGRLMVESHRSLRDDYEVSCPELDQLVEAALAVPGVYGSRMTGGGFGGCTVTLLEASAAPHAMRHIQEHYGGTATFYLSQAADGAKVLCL
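Luminescent ATP-depletion readout (Kinase-Glo Plus) after 1 h room-temperature incubation of human GALK (5 nM) with galactose 100 µM and ATP 35 µM, pH 8.0 HEPES/Mg2+ buffer; compounds tested in qHTS format.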
p53null 32C kill – qHTS Screen for Compounds that Selectively Target Cancer Cells with p53 Mutations: Cytotoxicity of p53 Null Cells at the Permissive Temperature; H1299-neo p53 null cells, ATP luminescence, 24 h, 32C; Potency, µM (doses to about 46.1 µM), without a hit: at the top dose activity change, negative = cytotoxicity, actives largely listed as cytotoxic; 0.62% of 55,000 active; AID 903, 2007;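 further: potency means the concentration at half of the fitted maximal effect; 0% = DMSO only and -100% = full killing by 100 µM tamoxifen; nearly all actives have a fitted effect of over 55% in size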
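Cytotoxicity: H1299-neo (no p53), 32C, 24 h treatment. Concentrations up to 46 uM. Readout cellular ATP, luminescence. Normalization to DMSO basal and tamoxifen 100 uM maximal kill.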
PTAP-TSG101 blk – qHTS Validation Assay for Inhibitors of HIV-1 Budding by Blocking the Interaction of PTAP/TSG101: Sytravon Library Screen; Tumor susceptibility gene 101 protein (Homo sapiens), Q99816; Fluorescence polarization, FITC-PTAP peptide/Tsg101, 20 min; Potency, µM (doses to about 115 µM), without a hit: at the highest dose activity change, negative = inhibition, actives largely listed as inhibitors; 44,000 tested, under 10 active; AID 1347069, 2019; further: potency means the concentration at half of the fitted maximal effect; 0% is about no effect
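Fluorescence polarization binding of Tsg101 binding domain (10 uM final) to FITC-labeled PTAP-motif peptide (50 nM final) in HEPES pH 7.5/NaCl/Tween 20/EDTA/TCEP buffer; 20 min at r.t. Actives by curve class, <25 µM, efficacy <60% inhibition.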
FH mod – Identification of activators of human fumarate hydratase by quantitative high-throughput screening. Fumarate hydratase, mitochondrial (Homo sapiens), P07954. FH coupled MDH/diaphorase resazurin fluorescence, 15 min. Potency, µM (top dose mostly 79.9 µM), for the others: at the top dose activity change, negative = inhibition, actives largely listed as inhibitors. 0.22% of 54,000 active; further: potency means the concentration at half of the fitted maximal effect; on the % scale 0 is the no-effect control and ±100 the full control effect; the screen sought activators but most active calls are inhibition curves; nearly all actives have a fitted effect of over 45% in size
Target sequence (P07954 whole entry, looked up): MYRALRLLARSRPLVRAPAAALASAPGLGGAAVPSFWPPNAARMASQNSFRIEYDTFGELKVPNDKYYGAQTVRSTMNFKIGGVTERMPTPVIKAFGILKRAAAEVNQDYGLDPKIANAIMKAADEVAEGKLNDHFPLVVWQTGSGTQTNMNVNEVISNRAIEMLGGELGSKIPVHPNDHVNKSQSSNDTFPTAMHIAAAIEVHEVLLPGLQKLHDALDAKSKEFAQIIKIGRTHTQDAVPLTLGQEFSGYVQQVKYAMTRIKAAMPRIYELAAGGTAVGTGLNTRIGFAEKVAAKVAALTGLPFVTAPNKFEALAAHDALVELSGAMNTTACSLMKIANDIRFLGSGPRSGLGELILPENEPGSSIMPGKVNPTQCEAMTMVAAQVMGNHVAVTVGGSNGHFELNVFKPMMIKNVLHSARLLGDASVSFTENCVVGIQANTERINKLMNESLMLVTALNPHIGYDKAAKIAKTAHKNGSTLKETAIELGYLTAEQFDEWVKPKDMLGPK
NTMT1 inh – Primary qHTS for Inhibitors of N-terminal methyltransferase 1 (NTMT1): MTaseGlo Assay. N-terminal Xaa-Pro-Lys N-methyltransferase 1 (Homo sapiens), Q9BV86. NTMT1 MTase-Glo SAH luminescence, purified enzyme. Potency, µM (doses to about 114 µM), without a hit: top-dose activity change, negative = inhibition, actives largely listed as inhibitors. 2.5% of 59,000 active;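 further: potency means the concentration at half of the fitted maximal effect; plate controls were DMSO vehicle for no effect and no enzyme for full effect; nearly all actives have a fitted effect of over 65% in size; many of its hits are not listed in these tables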
The depositor's hits bear a star; ? = inconclusive; nt = no result given; [ ] = another dose, or the depositor's remark. The call rests on the fitted dose curve; in most records, active means well fitted curve in the direction sought with a large enough effect; inconclusive means small, poorly fitted or top-dose-only effect, or another doubt; inactive means no such curve, though single readings can be large; an effect the other way counts as inactive or inconclusive. This is a subset, so the mix of outcomes need not match the whole.

SMILES	B2AR arrestin ag	p53null 39C tox	GALK inhibitor	p53null 32C kill	PTAP-TSG101 blk	FH mod	NTMT1 inh
Oc1ccc(-c2nc3ccccn3c2Nc2ccc3c(c2)OCCO3)cc1	-2%	?	1%	?	-8%	?	?
COc1ccccc1N1CCN(C(c2ccc(Cl)cc2)c2nnc(-c3cccc(F)c3)o2)CC1 (stereo not drawn)	-1%	9%	3%	16%	-3%	-20%	-4%
Cc1cc(C)c2c(=O)nc(SCc3ccccc3C)n(C3CC3)c2n1	0%	6%	-3%	4%	-1%	-19%	0%
Cc1ccc(C2c3[nH]c4ccccc4c3CCN2C(=O)CSCc2ccc(F)cc2)cc1 (stereo not drawn)	0%	4%	3%	4%	1%	-25%	1%
COc1cccc(/C=C/c2nc(C#N)c(NC3CCCCC3)o2)c1	0%	3%	5%	-5%	-5%	-8%	15%
COc1ccc(S(=O)(=O)c2cn(CC(=O)Nc3ccccc3)c3ccc(Cl)cc3c2=O)cc1	1%	-12%	0%	7%	0%	-1%	11%
CCCN(CCC)C(=O)C1CCCN(c2ncnc3onc(-c4ccc(F)cc4)c23)C1 (stereo not drawn)	0%	-29%	-1%	0%	-1%	-3%	4%
Cc1ccc(N2CC(c3nnc(Cc4ccccc4Cl)o3)CC2=O)cc1 (stereo not drawn)	-2%	-12%	4%	-3%	0%	20%	5%
CCOc1ccccc1NC(=O)C1CCCN(c2ncnc3onc(-c4ccc(F)cc4)c23)C1 (stereo not drawn)	0%	-10%	1%	-2%	6%	-10%	-1%
CC(=O)Nc1ccc(NC(=O)c2ccc(COc3ccc(Cl)cc3Cl)o2)cc1	-1%	?	0%	-19%	-4%	-6%	5%
CCOC(=O)N1CCN(C(=O)c2ccc3c(c2)N(Cc2cc(C)ccc2C)C(=O)c2ccccc2S3=O)CC1 (stereo not drawn)	-1%	-9%	9%	3%	-8%	-17%	89µM*
COc1ccccc1NC(=O)C1CCN(c2cnccn2)CC1	-1%	2%	1%	6%	-3%	-1%	4%
O=C1c2oc3ccccc3c(=O)c2C(c2ccc(O)cc2)N1Cc1ccc2c(c1)OCO2 (stereo not drawn)	-1%	15%	?	-6%	-4%	0%	16%
CCCN1Cc2cccc(C(=O)Nc3ccccc3F)c2C1=O	0%	-7%	0%	-2%	-1%	?	-13%
COc1ccc(CNC(=O)C(CC(C)C)NS(=O)(=O)c2ccc3c(c2)CCN3C(C)=O)cc1 (stereo not drawn)	1%	-14%	6%	9%	-4%	-1%	7%
CCOc1ccc(-c2cc(C(=O)N3CCN(c4cc(Cl)ccc4C)CC3)c3ccccc3n2)cc1	3%	4%	-3%	-1%	-5%	4%	-17%
CCOC(=O)c1cc(NC(=O)c2ccc(C)cc2)c(=O)n2c1oc1ccc(Cl)cc12	?	-8%	0%	3%	0%	8%	3%
O=C(Nc1cccc(C(=O)N2CCN(c3ccc(F)cc3)CC2)c1)c1nsc2ccccc12	1%	?	-1%	-18%	0%	-24%	-12%
CCn1c(=O)c(=O)n(CC)c2cc(N3CCCCC3)c(NC(=O)c3cccc(OC)c3)cc21	0%	-6%	1%	2%	0%	-18%	15%
CCN1Cc2cccc(C(=O)Nc3ccc(F)cc3)c2C1=O	-2%	0%	1%	0%	0%	7%	-1%

Reprinted at random: five compounds from above
SMILES	B2AR arrestin ag	p53null 39C tox	GALK inhibitor	p53null 32C kill	PTAP-TSG101 blk	FH mod	NTMT1 inh
O=C(Nc1cccc(C(=O)N2CCN(c3ccc(F)cc3)CC2)c1)c1nsc2ccccc12	1%	?	-1%	-18%	0%	-24%	-12%
CCOC(=O)N1CCN(C(=O)c2ccc3c(c2)N(Cc2cc(C)ccc2C)C(=O)c2ccccc2S3=O)CC1 (stereo not drawn)	-1%	-9%	9%	3%	-8%	-17%	89µM*
O=C1c2oc3ccccc3c(=O)c2C(c2ccc(O)cc2)N1Cc1ccc2c(c1)OCO2 (stereo not drawn)	-1%	15%	?	-6%	-4%	0%	16%
CCn1c(=O)c(=O)n(CC)c2cc(N3CCCCC3)c(NC(=O)c3cccc(OC)c3)cc21	0%	-6%	1%	2%	0%	-18%	15%
COc1ccccc1NC(=O)C1CCN(c2cnccn2)CC1	-1%	2%	1%	6%	-3%	-1%	4%

(cont.)
SMILES	B2AR arrestin ag	p53null 39C tox	GALK inhibitor	p53null 32C kill	PTAP-TSG101 blk	FH mod	NTMT1 inh
COc1ccc(-c2nc3cc(NC(=O)c4cc5ccccc5o4)ccc3o2)cc1	0%	-5%	-21%	2%	-1%	-4%	4%
O=S(=O)(NCCc1csc2nc(-c3ccccc3)nn12)c1cccs1	-3%	6%	0%	13%	-1%	-30%	-1%
CCc1ccccc1NC(=O)CN(C)S(=O)(=O)c1cccc2nsnc12	0%	4%	0%	-2%	-5%	3%	6%
CC(C)(C)c1ccc(C(=O)NCC(=O)OCc2cc(=O)n3nc(C4CC4)sc3n2)cc1	0%	1%	-1%	-11%	-8%	2%	9%
Cc1cccc(C(=O)N2CCc3cc(CNC(=O)CSc4ccccc4)ccc32)c1	-3%	18%	-1%	-13%	-1%	6%	-9%
Cc1ccc(N2CC(NC(=O)c3ccc(Br)o3)CC2=O)cc1C (stereo not drawn)	-3%	6%	-3%	-3%	0%	16%	-1%
CCOC(=O)c1cccc(NC(=O)CCn2c(=O)oc3ccccc32)c1	1%	0%	-5%	-1%	2%	-8%	-1%
COc1ccc(-c2cn3c(n2)sc2cc(C(=O)Nc4cccc(OC)c4)ccc23)cc1	1%	8%	0%	6%	-5%	-2%	-1%
CC(=O)c1ccc(NC(=O)COc2ccccc2-c2nc(C)no2)cc1	-3%	50%[activator]	0%	30%	-3%	9%	2%
CCOCc1cc(CN2CCN(c3cccc(Cl)c3)CC2)c(O)c2ncccc12	?	?	3%	?	5%	?	14%
Cc1nnc(N2CCC(C(=O)NC3CCC(C)CC3)CC2)c2nn(-c3ccc(Cl)cc3)c(C)c12 (stereo not drawn)	1%	2%	2%	10%	-4%	3%	?
COc1ccc(-n2c(SCC(N)=O)nc3c(oc4ccccc43)c2=O)cc1	-2%	-2%	5%	0%	-6%	-16%	19%
COc1cc(OC)c(NC(=O)C2CCN(S(=O)(=O)c3c(C)noc3/C=C/c3c(C)cc(C)cc3C)CC2)cc1Cl	0%	-2%	1%	-7%	1%	-6%	-1%
COc1cccc(OC)c1C(=O)Nc1ccc2c(c1)CCCN2S(=O)(=O)c1ccc(C)cc1	1%	-2%	-2%	-2%	-5%	-12%	4%
COc1cc2c(cc1NC(=O)COc1cc(C)cc(C)c1)oc1ccccc12	1%	-3%	6%	-2%	-1%	-2%	4%
CC(C)COc1ccc(C(=O)N2CCCCC2CCN2CCOCC2)cc1 (stereo not drawn)	-2%	-3%	0%	2%	-4%	0%	8%
COc1ccc2c(c1)cc(CNc1ccc(OC)c(OC)c1)c(=O)n2CC(=O)Nc1ccc(F)cc1	1%	1%	-3%	8%	-2%	?	0%
COc1ccc(NC(=O)c2cc(=O)c3ccc(C)c(C)c3o2)cc1Cl	0%	-10%	-2%	17%	1%	-25%	12%
Cc1ccc(Cl)cc1N1CCN(C(=O)c2ccc3c(Cl)c4c(nc3c2)CCCC4)CC1	0%	-7%	-2%	-1%	-5%	-12%	9%
CCOc1cccc(C(=O)N(Cc2ccc(C(C)C)cc2)C2CCS(=O)(=O)C2)c1 (stereo not drawn)	0%	-4%	3%	0%	-10%	-3%	5%
O=c1cc(-c2ccc(F)cc2)nc(SCc2nc(-c3ccc(Cl)cc3)no2)[nH]1	0%	18%	2%	-1%	-2%	-5%	-8%
O=C(Cn1c(=O)n(Cc2nc(-c3ccccc3)no2)c(=O)c2ccccc21)Nc1cccc(C(F)(F)F)c1	2%	-3%	-1%	23%	2%	?	15%
O=C(CSc1ncc(-c2ccccc2)[nH]1)Nc1ccc(Cl)cc1	1%	?	4%	1%	-2%	?	-12%
COc1cc(OC)cc(C(=O)Nc2ccc3nc(N4CCC(C)CC4)cc(C)c3c2)c1	-2%	2%	-2%	1%	7%	-22%	13%
COCCCNC(=O)c1c(NC(=O)Cc2coc3cc(C)cc(C)c23)sc2c1CCCC2	1%	-9%	-2%	-6%	-2%	?	2%
COc1ccc(NC(=O)Cn2cc(C(=O)c3ccccc3OC)c(=O)c3ccc(C)nc32)cc1OC	0%	0%	-3%	-4%	-4%	-2%	-2%
COc1ccc(OC)c(NC(=O)c2nc(SCc3ccc(F)cc3)ncc2Cl)c1	-1%	-21%	3%	3%	1%	-12%	-4%
CCc1cccc(NC(=O)Cn2c(C(=O)OC)cc3occc32)c1	1%	-2%	-8%	-6%	-8%	-3%	4%
Nc1c(-c2nc(-c3ccccc3)no2)nnn1CC(=O)Nc1ccccc1	0%	-13%	2%	2%	2%	-3%	-3%
O=c1cc(COc2ccc(Cl)cc2Cl)nc2scc(-c3ccccc3)n12	0%	-13%	-3%	2%	2%	3%	-19%
Cc1ccc2nc(-c3ccc(NC(=O)C(F)(F)F)cc3)sc2c1	-2%	1.3µM*	1%	2µM*	0%	3%	5%
O=C(CCn1c(=O)c2cccn2c2ccc(F)cc21)NCCc1ccccc1Cl	0%	-23%	6%	2%	2%	13%	-9%
COc1ccc(-c2cc(C(F)(F)F)n3ncc(-c4ccccc4)c3n2)cc1	0%	-9%	-14%	2%	2%	-9%	11%
COc1ccc(Cl)cc1NC(=O)c1cc2nc(-c3ccc4c(c3)OCO4)cc(C(F)(F)F)n2n1	1%	nt	3%	nt	1%	5%	7%
COc1ccc(CCNC(=O)c2c(O)nc3ccccn3c2=O)cc1OC	-2%	-30%	-3%	-15%	0%	-3%	10%
O=C(Nc1ccc(Cl)cc1)c1ccc(-n2cnnc2)cc1	0%	-6%	1%	0%	-3%	0%	9%
Cc1cccc(OCC(=O)Nc2cccc(C(=O)OCc3cc(=O)n4c(C)csc4n3)c2)c1	1%	-7%	0%	-6%	0%	-11%	-9%
Cc1ccc(-c2nn3c(=O)cc(CN4CCN(S(=O)(=O)c5ccc(Cl)cc5)CC4)nc3s2)cc1	-1%	-26%	0%	-3%	-1%	-22%	31%[activator]
Cc1cccc(CNC(=O)Cc2csc3ccccc23)c1	-1%	-29%	0%	-4%	-6%	-25%	4%
